# Assay outcomes: PubChem, National Center for Advancing Translational Sciences (NCATS)
# Nrf2 block = inhibitors of Nrf2 signaling. A549 ARE-Fluc reporter, luciferase luminescence, 18-24 h. Potency, µM (doses to about 46 µM), for the others: at the highest dose activity change, negative = inhibition, most hits filed as inhibitors. 2.1% of 360,000 active. AID 504444; further: on the % scale 0 is the no-effect control and ±100 the full control effect; nearly all actives have a fitted effect of over 60% in size
#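 Quantitative HTS in A549 cells stably bearing an antioxidant response element-firefly luciferase construct. Inhibition of Nrf2-driven transcription was scored by luminescence after 18-24 h of compound exposure at 37 °C.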
# S2 tox = cell viability loss in ATXN counter-screen. Potency, µM (doses to about 56.7 µM), hits mostly cytotoxic. S2 cells (HEK-293 line with an ATXN2-luciferase reporter) viability, CellTiter-Fluor protease fluorescence, 24 h. AID 651635. 0.49% of 400,000 active; further: nearly all actives have a fitted effect of over 40% in size
# A549 tox = A549 cytotoxicity, counter-screen for Nrf2 inhibitors; A549 ARE-Fluc cells, CellTiter-Fluor viability, 18-24 h; 0.16% of 390,000 active; AID 504648; Potency, µM (highest dose often 46 µM), inactives show at the top dose activity change, negative = cytotoxicity, actives largely listed as inhibitors; further: on the % scale 0 is the no-effect control and ±100 the full control effect
#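 A549 ARE-Fluc cells in 5% FBS OPTI-MEM, 5000 cells/well, rested 2 h then exposed to compounds in concentration-response for 18-24 h at 37 °C. Viability by CellTiter-Fluor fluorescence (Ex 405/Em 525) after 30 min; luciferase luminescence (BugLite, 15 min, RT) read afterwards.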
# HepG2 viability = counter-screen for TGF-b inhibitors: cytotoxicity in HepG2 cells | HepG2 CAGA-GFP viability, ATP luminescence, 18 h | AID 588856 | 0.76% of 410,000 active | Potency, µM (titrated, usually from 46.1 µM), without a hit: top-dose activity change, negative = cytotoxicity, hits mostly cytotoxic; further: some results filed as inactive show a strong effect at the top dose
#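 CellTiter-Glo luminescence gave cytotoxicity after 18 hours at 37 degrees C. The cells were HepG2 CAGA-GFP in 1% FBS DMEM, stimulated with 500 pg/mL TGF-beta after compound addition. %Activity was normalised to no-cell wells (complete cell-killing) and DMSO (no toxicity), and curves were fitted and classified.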
# Nrf2 ARE act = Nrf2 pathway activation. AREc32 ARE-luciferase reporter (MCF7-derived line), luminescence, 24 h. Potency, µM (doses to about 46.1 µM), for the others: at the highest dose activation, usual class: activators. 0.31% of 410,000 active. AID 624171; further: % of control where 0% means no effect; nearly all actives have a fitted effect of over 65% in size
#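 Each well held 1000 AREc32 cells, which were incubated with compound for 24 hr at 37 deg C after overnight attachment, and ARE reporter activity was quantified by firefly luciferase luminescence.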
# EPAC2 antag = EPAC2 (human) antagonism | 0.18% of 360,000 active | Potency, µM (series often up to 114 µM), without a hit: at the top dose activity, negative = inhibition, actives largely listed as inhibitors | Q8WZA2 | EPAC2 GEF exchange of Rap1B-BODIPY-GDP, fluorescence; further: on the % scale 0 is the no-effect control and ±100 the full control effect; nearly all actives have a fitted effect of over 45% in size; many of its hits are not listed in these tables
# Target sequence (Q8WZA2 whole entry, looked up): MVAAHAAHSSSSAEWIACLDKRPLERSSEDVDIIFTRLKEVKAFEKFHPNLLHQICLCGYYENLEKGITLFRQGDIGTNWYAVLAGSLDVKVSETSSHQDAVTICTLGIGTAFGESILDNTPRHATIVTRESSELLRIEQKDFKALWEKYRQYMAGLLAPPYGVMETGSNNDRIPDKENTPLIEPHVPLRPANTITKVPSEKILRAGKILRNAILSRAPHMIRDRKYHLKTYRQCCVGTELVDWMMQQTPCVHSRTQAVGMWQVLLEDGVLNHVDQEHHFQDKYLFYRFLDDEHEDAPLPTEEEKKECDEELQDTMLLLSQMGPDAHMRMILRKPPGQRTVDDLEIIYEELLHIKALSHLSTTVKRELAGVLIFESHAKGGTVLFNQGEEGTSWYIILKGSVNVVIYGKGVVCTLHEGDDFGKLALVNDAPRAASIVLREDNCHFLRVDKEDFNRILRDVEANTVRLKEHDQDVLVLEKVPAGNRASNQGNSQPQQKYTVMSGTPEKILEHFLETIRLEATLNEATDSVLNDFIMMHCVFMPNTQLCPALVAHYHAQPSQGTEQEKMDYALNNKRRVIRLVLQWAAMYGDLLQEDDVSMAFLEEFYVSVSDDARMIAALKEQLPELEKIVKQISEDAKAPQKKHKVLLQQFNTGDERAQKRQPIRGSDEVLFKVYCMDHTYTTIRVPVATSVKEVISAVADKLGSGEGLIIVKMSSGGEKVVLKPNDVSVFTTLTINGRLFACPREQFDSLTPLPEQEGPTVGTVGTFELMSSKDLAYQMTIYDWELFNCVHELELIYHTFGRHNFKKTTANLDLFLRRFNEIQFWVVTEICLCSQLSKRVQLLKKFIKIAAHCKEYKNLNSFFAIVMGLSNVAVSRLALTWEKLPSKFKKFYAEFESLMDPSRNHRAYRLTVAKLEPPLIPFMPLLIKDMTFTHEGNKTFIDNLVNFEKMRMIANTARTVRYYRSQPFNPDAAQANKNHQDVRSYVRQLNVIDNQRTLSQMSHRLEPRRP
# ATXN2 expr inh = ATXN2 expression inhibition. 0.72% of 360,000 active. HEK-293 ATXN2-luciferase reporter, luminescence, 24 h. AID 1745845. Potency, µM (titrated, usually from 57 µM), for the others: top-dose activity change, negative = inhibition, usual class: inhibitors; further: on the % scale 0 is the no-effect control and ±100 the full control effect; nearly all actives have a fitted effect of over 55% in size
#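 ATXN2-luciferase reporter cells (luciferase flanked by upstream and downstream ATXN2 gene portions) were treated 24 h at 37 °C with compounds at up to 57 uM. SteadyGlo luminescence gave expression; GF-AFC fluorescence gave viability.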
# MCF10A rerep = DNA re-replication induction in MCF 10a cells; MCF 10A DNA re-replication, Hoechst nuclear intensity, 48 h; Potency, µM (highest dose often 46.1 µM), inactives show at the highest dose activity, positive = re-replication, actives largely listed as activators; 2.9% of 350,000 active; further: % of control where 0% means no effect; nearly all actives have a fitted effect of over 50% in size
# TGFb SMAD3 inh = inhibitors of TGF-b signaling; HepG2 CAGA-GFP TGF-b/SMAD3 reporter, GFP fluorescence, 18 h; TGF-beta stimulated, 500 pg/mL final; Potency, µM (highest dose often 46.1 µM), inactives show top-dose activity, negative = inhibition, hits mostly inhibitors; 1.2% of 410,000 active; AID 588855; further: on the % scale 0 is the no-effect control and ±100 the full control effect; nearly all actives have a fitted effect of over 65% in size
#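 Cell-based qHTS in HEPG2 carrying a CAGA-GFP Smad reporter; compounds added before 500 pg/mL final TGF-beta, 18 h incubation at 37 degrees C, GFP fluorescence quantified per cell by imaging cytometry.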
# Starred values were filed as active, the others as inactive; i = inactive; ? = inconclusive; . = no result given; & = joins results of further samples; [ ] = another dose, or the depositor's remark. The call rests on the fitted dose curve; in most records, active means well fitted curve in the direction sought with a large enough effect; inconclusive means small, poorly fitted or top-dose-only effect, or another doubt; inactive means no such curve, though single readings can be large; an effect the other way counts as inactive or inconclusive. Potency means the concentration at half of the fitted maximal effect. An excerpt; count on the stated rates, not on these rows.
SMILES,Nrf2 block,S2 tox,A549 tox,HepG2 viability,Nrf2 ARE act,EPAC2 antag,ATXN2 expr inh,MCF10A rerep,TGFb SMAD3 inh
Cn1c(=O)oc2cc(S(=O)(=O)NCCC(=O)NC3CCCC3)ccc21,7%,i,-1%,-7%,-0.1%,5%,1%,0%,-6%
CCOC(=O)Nc1ccc([N+](=O)[O-])cc1OC,-1%,?,-2%,2%,-0.6%,2%,-26%,1%,0%
Nc1ncn([C@H]2C[C@H](O)[C@@H](CO)O2)c(=O)n1,?,i,-1%,-8%,-0.5%,-7%,24%&3%&-14%,-2%,-2%
CNc1nc(-c2ccc([N+](=O)[O-])cc2)cs1,.,i,1%,-26%,6.8%,11%,24%,0%,-3%
COc1ccc(-c2noc(-c3cccnc3NCc3ccco3)n2)cc1,22%,i,-3%,11%,8.8%,.,92%[activator],.,0%
Cc1ccc(C)c(N2CCN(C(=O)Cn3c(C)c4cnn(-c5ccccc5)c(=O)c4c3C)CC2)c1,?,?,-24%,-24%,2.1%,.,?,.,?
NC(=O)C1CCCN(CC(=O)Nc2cc(S(=O)(=O)N3CCOCC3)ccc2N2CCCC2)C1 (configuration not stated),-8%,?,-2%,12%,0.2%,-6%,.,-6%,1%
Cc1ccc(NC(=O)Cn2cccc2)c(Br)c1,19%,i,8%,11%,-0.1%,7%,25%,10%,-14%
COc1ccc(NC(=O)c2sc3nc(-c4cc5cccc(OC)c5oc4=O)[nH]c(=O)c3c2C)cc1,19%,.,2%,12%,-0.6%,.,.,.,-22%
O=C1NC[C@H](CCCCN2C[C@H](Cc3ccccc3)N(CC3CCCCC3)C(=O)C2=O)N(CC2CCCCC2)C1=O,.,14µM*,.,.,1.8%,6%,-22%,.,.
COc1ccccc1-n1c(-c2ccc(Cl)cc2)c[nH]c1=S,0%,?,0%,-1%,5.3%,-4%,.,16%,-7%
O=C(c1ccco1)N(Cc1cccc(Cl)c1)C1CCS(=O)(=O)C1 (configuration not stated),?,i,-7%,-10%,0.1%,-7%,0%,7%,0%
CCOC(=O)c1nn(-c2cc(C(=O)OC)cc(C(=O)OC)c2)cc1O,9%,i,1%[1.84 µM],-3%,-0.7%,7%,2%,?,-4%
O=C(O)c1nn(CCOc2ccc(Cl)cc2Cl)c(=O)c2ccccc12,13%,i,3%,-18%,3.0%,5%,-12%,?,-14%
Cc1nnc(NC(=O)C2CSC3(C)CCC(=O)N23)s1 (configuration not stated),-3%,i,3%,8%,-0.8%,3%,5%,-3%,7%
CC(C)c1ccc(NC(=O)CSC2=Nc3ccccc3C3=NC(CC(=O)NCc4ccc(F)cc4)C(=O)N23)cc1 (configuration not stated),.,.,-27%,-14%,-2.8%,.,.,.,21%
CC(=O)c1cccc(NC(=O)c2cc(=O)[nH]c3ccccc23)c1,-17%,i,-7%,2%,2.2%,-6%,9%,4%,-2%
c1ccc(OC2CCCCC2N2CCOCC2)cc1 (configuration not stated),.,i,.,1%,0.5%,-13%,.,.,-2%
COc1cccc2c1C(=O)c1c(O)c3c(c(O)c1C2=O)CC(O)(C(C)=O)CC3OC1CC(O)C(O)C(C)O1 (configuration not stated),10µM*,19µM*,?,-32%,2.7%,-1%,?,-6%,-19%
O=C(CSc1nnc(-c2ccccc2Br)o1)N1CCc2ccccc2C1,?,i,-12%,-9%,2.0%,4%,-11%,-2%,-16%

# Arranged by the number under Nrf2 ARE act (rising): some entries from above
structure,Nrf2 block,Nrf2 ARE act,EPAC2 antag,TGFb SMAD3 inh
NC(=O)C1CCCN(CC(=O)Nc2cc(S(=O)(=O)N3CCOCC3)ccc2N2CCCC2)C1 (configuration not stated),-8%,0.2%,-6%,1%
O=C(CSc1nnc(-c2ccccc2Br)o1)N1CCc2ccccc2C1,?,2.0%,4%,-16%
COc1cccc2c1C(=O)c1c(O)c3c(c(O)c1C2=O)CC(O)(C(C)=O)CC3OC1CC(O)C(O)C(C)O1 (configuration not stated),10µM*,2.7%,-1%,-19%

# In the list so far, these contain a nitro group on carbon.
SMILES,Nrf2 block,S2 tox,A549 tox,HepG2 viability,Nrf2 ARE act,EPAC2 antag,ATXN2 expr inh,MCF10A rerep,TGFb SMAD3 inh
CCOC(=O)Nc1ccc([N+](=O)[O-])cc1OC,-1%,?,-2%,2%,-0.6%,2%,-26%,1%,0%
CNc1nc(-c2ccc([N+](=O)[O-])cc2)cs1,.,i,1%,-26%,6.8%,11%,24%,0%,-3%

# (next part)
SMILES,Nrf2 block,S2 tox,A549 tox,HepG2 viability,Nrf2 ARE act,EPAC2 antag,ATXN2 expr inh,MCF10A rerep,TGFb SMAD3 inh
O=C(O)CCCn1cc(NC(=O)c2ccco2)cn1,1%,i,1%,-5%,-1.2%,3%,10%,5%,?
Cc1cccc(C)c1NC(=O)COC(=O)[C@@H]1CCCN1C(=O)c1cccs1,2%,i,-3%,1%,-0.5%,3%,3%,11%,-13%
COc1ccc(N2CCN(C(=O)CN(CCc3ccccc3)S(C)(=O)=O)CC2)cc1,-19%,i,2%,5%,-0.6%,14%,-9%,14%,6%
Cc1cc(C)nc(NC(=O)/C=C/c2ccccc2Cl)n1,.,i,-6%,1%,8.9µM*,7%,53%[activator],1%,-6%
COc1ccnc(Oc2ccc(F)cc2)c1C(=O)N/C=N/OCc1ccc(F)cc1,-11%,i,7%,-24%,0.0%,-1%,-3%,2%,2%
COc1cccc(CNC(=O)CCC2CCCN(C(=O)c3cscn3)C2)c1 (configuration not stated),3%,i,4%,-2%,0.0%,20%,.,5%,-12%
C[C@H](N)c1nnc(SCc2c(Cl)cccc2Cl)o1,0%,.,-8%,1%,0.4%,1%,.,-2%,0%
C[C@H](NC(=O)c1ccccc1)C(=O)N1CCN(c2ccccc2)CC1,?,i,1%,-4%,-0.7%,4%,12%,3%,-4%
CCCNC(=O)c1cc(C2CCCCN2S(=O)(=O)c2cccc3cccnc23)on1 (configuration not stated),.,?,.,-12%,1.1%,7%,-5%,.,?
CC(C)(C)n1nnnc1C1c2ccccc2C(=O)N1CCc1c[nH]c2ccccc12 (configuration not stated),.,i,.,.,1.5%,6%,5%,.,.
Oc1ccc(Nc2nnc(-c3ccc(O)cc3)c3ccccc23)cc1,-23%,i,2%,11%,?,-2%,28%,20%,?
CN1CCN(S(=O)(=O)c2ccc(N3CCN(c4ccc(O)cc4)CC3)c([N+](=O)[O-])c2)CC1,-30%,i,-13%,-10%,-1.0%,3%,-20%,10%,-16%
c1csc(-c2nc3c4ccccc4c4ccccc4c3[nH]2)c1,1%,i,-8%,-7%,?,-2%,2%,?,?
COCCCn1c(SCc2ccccc2)nc2cc(OC)c(OC)cc2c1=N,?,i,-19%,-34%,0.3%,-17%,3%,14%,-1%
CCCn1c(SCC(=O)NC2CCCC2)nnc1-c1ccccn1,-19%,i,4%,25%,0.3%,2%,.,3%,18%
CC(=O)c1cccc(-c2ccnc3c2CC(C(=O)Nc2cccc(OC(F)(F)F)c2)O3)c1 (configuration not stated),.,?,.,-31%,-1.0%[9.22 µM],-4%,-37%,.,?
CCOC(=O)C1CCN(c2c(NC3CCCCCCC3)c(=O)c2=O)CC1,9%,i,-5%,-45%,0.2%,7%,4%,3%,?
CCOC(=O)c1[nH]c(C)c(CC(C)C)c1C,?,i,8%,-17%,2.4%,0%,15%,0%,-7%
COc1ccc(Cl)cc1NC(=O)NCC1CCN(Cc2ccccc2F)CC1,?,?,-3%&-14%,-38%&-22%,-0.2%&3.8%,2%,?,12%,?
CCCCN(C=O)c1c(CC)nc2ccc(C(=O)NCCCN3CCCC3=O)cn12,.,i,.,-67%,-1.1%[9.22 µM],-24%,8%,.,?
CCN(CC(=O)NCc1ccc(F)cc1)C(=O)/C=C/c1cc(OC)ccc1OC,-2%,i,26%,-12%,0.5%,3%,7%,-13%,24%
CC(=O)CC(c1ccc([N+](=O)[O-])cc1)c1c(O)c2ccccc2oc1=O (configuration not stated),-12%,i,-3%,-20%,-1.0%,-16%,0%&4%,-8%,-8%
CCOC(=O)Cn1nc(C)cc1NC(=O)c1ccncc1,-4%,i,5%,-14%,1.0%,-4%,1%,1%,11%
O=c1cc(C(F)(F)F)nc(-n2[nH]c3c(c2=O)CCCC3)[nH]1,3%,i,-1%,-36%,0.1%,12%,-27%,-8%,2%
Cc1c(C)c2ccc(OCC(=O)N(C)C)c(C)c2oc1=O,18%,i,3%,0%,-0.8%,5%,21%,-12%,-3%
Cc1cc(C)c(S(=O)(=O)Nc2cccc(S(=O)(=O)NC3=NCCC3)c2)c(C)c1,13%,i,0%,4%,0.0%,-17%,7%,?,-24%
N#CCCN(C(=O)CCl)c1cccc(Cl)c1,?,.,-14%,-104%,?,1%,?,?,?
Cc1nc(C(F)(F)F)ccc1C(=O)N1CCC1(C)C(=O)NS(C)(=O)=O (configuration not stated),.,i,.,4%,-0.9%[9.22 µM],-14%,16%,.,13%
CC1(C)Cc2nc3oc4c(=O)n(CC(=O)Nc5cccc(Cl)c5)cnc4c3cc2CO1,2%,i,-7%,-40%,-0.4%,1%,1%,12%,0%
COc1ccc(NC(=O)c2cc(-c3ccccc3Cl)no2)cc1,?,i,-10%,0%,4.1%,1%,26%,6%,-4%
Cc1ccc(F)cc1NC(=O)c1cnccn1,?,?,-8%,1%,0.4%,1%,.,2%,-5%
COc1cc2ccccc2cc1C(=O)N(CCN(C)C)c1nc2c(OC)ccc(OC)c2s1,?,?,-9%,-101%,-2.4%,3%,?,?,?
COc1ccc(-c2csc(NC(=O)c3ccccc3C(=O)O)n2)cc1,-4%,i,-1%,-2%,-0.1%,-19%,.,4%,0%
COc1ccc(OC)c2c1cc(C(=O)N[C@H](C(=O)N1CCC(C(=O)O)CC1)C(C)C)n2C,-8%,i,11%,-12%,0.3%,1%,-25%,-3%,16%
COc1cc(NC(=O)c2nc3nc(C)cc(C(F)F)n3n2)c(OC)cc1Cl,8%,i,-1%,-5%,-0.7%,.,-3%,.,-4%
O=C(NCC(c1ccccc1)c1ccccc1)c1nn(-c2ccccc2Cl)nc1CO,?,.,-22%,-16%,-0.7%,.,.,.,-13%
C=CCn1c(-c2cccc(OC)c2OC)n[nH]c1=S,-17%,i,2%,0%,-0.3%,6%,-15%,-1%,-1%
CN(C)C(=O)c1ccc(NC(=O)Cn2nnnc2-c2ccccc2F)cc1,8%,.,-1%,4%,0.2%,.,.,.,-11%
